Assay outcomes: PubChem, Sanford-Burnham Center for Chemical Genomics
HT1080 viability = cytotoxicity in HT1080 fibrosarcoma cells, cell-based, fluorescence readout (AID 620). HT1080 viability, fluorescence; higher % means a stronger effect. cytotoxicity, % at 10 µM; hits with a dose series show EC50 in µM. hit rate 0.42% among 87,000; in the data active = cytotoxicity above about 50%;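 note: cells exposed to compound overnight then 4 h with Alamar Blue; 0% = vehicle DMSO and 100% = killing control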
The depositor's hits bear a star.

SMILES	HT1080 viability
CC1CCCC(C)N1C(=O)CSCc1ccc(Cl)cc1 (stereo unspecified)	20%
CC(C)C(=O)Nc1ccc(NC(=O)c2cccnc2)cn1	-9%
CC1Cc2ccccc2N1C(=O)c1cc2sccc2n1Cc1ccc(F)cc1 (stereo unspecified)	31%
COc1ccc(CC(=O)N2CC(C)CC(C)C2)cc1OC (stereo unspecified)	-7%
CCCC1=C(C(=O)OCC)C(c2cc(Cl)cc(OC)c2OCc2ccccc2)NC(=O)N1 (stereo unspecified)	3%
Cc1cc(CCN2CCC(=O)NC2=S)ccc1OC(C)C	-16%
CC(=O)N1CCCc2cc(S(=O)(=O)NC(C(=O)NC3CCCCC3)C(C)C)ccc21 (stereo unspecified)	4%
COc1ccc(S(=O)(=O)N(C)CC(=O)NC2CCCCC2)cc1Cl	1%
COC(=O)c1ccc(C23CC4(C2)[C@H](CN(CC2CCCCC2)[C@@H]4c2ccccc2)C3c2ccc(C(F)(F)F)cc2)cc1 (stereo partly specified)	0%
COC(=O)Cn1c(C(=O)N(C)C)cc2c1C[C@H]1CN(C(=O)c3ccccc3)[C@@](Cc3ccc(F)cc3)(C(=O)OC)[C@@H]21	-11%
CCOc1ccc(NC(=NCc2ccc3c(c2)OCO3)SC2CC(=O)N(c3ccc(OCC)cc3)C2=O)cc1 (stereo unspecified)	1%
O=C(NCCN1CCOCC1)c1cc2cc(Br)ccc2oc1=O	-14%
Cc1ccc(S(=O)(=O)Oc2ccc(/C=C(/NC(=O)c3ccccc3)C(=O)Nc3ccccc3)cc2)cc1	-4%
Cn1nnnc1SCc1nnc(-c2ccc(F)cc2)o1	21%
CCOC(=O)c1cnn(-c2ccc(C(F)(F)F)cn2)c1N	-4%
O=C(NCC(=O)N(Cc1ccccc1)C(C(=O)NC1CCCC1)c1ccncc1)c1ccco1 (stereo unspecified)	-11%
COc1ccc2c(c1)c1ncn(CCN3CCNCC3)c(=O)c1n2C	-9%
Cc1nc2ncnn2c(C)c1Cc1ccc(Cl)cc1	-1%
Cc1ccc(NC(=O)c2ccccc2N(C)S(C)(=O)=O)cc1C	-1%
COc1cc(OC)cc(-c2ncc3ccccn23)c1	-12%
CCOC(=O)C1CCN(C(=O)c2sc3nc(C)nc(N4CCC(C)CC4)c3c2C)CC1	-22%
COC(=O)c1ccc(C(NC(=O)OCc2ccccc2)/C(F)=C/[C@@H](C)C(=O)NCCc2c[nH]c3ccc(OC)cc23)cc1 (stereo partly specified)	-16%
CCCCCOC(=O)CSc1n[nH]c(=O)[nH]c1=O	1%
O=C(Oc1ccc(N(Cc2cccs2)C2=NS(=O)(=O)c3ccccc32)cc1)c1ccccc1F	-11%
COc1ccccc1CNn1c(-c2cccc(C)c2)nc2ccccc2c1=O	-5%
Cc1ccc(NC(=O)Nc2sc(=S)n(C)c2C)cc1	-7%
CCn1c(=O)cc(SCC(=O)NCc2ccc(C)cc2)c2ccccc21	7%
CCc1ccc(C(=O)c2cncc(Br)c2)cc1	0%
O=C(Nc1ccc2c(c1)OCCO2)C(c1ccc(F)cc1)N1CCCCC1 (stereo unspecified)	-7%
C[C@@H]1C=C[C@](Cc2ccccc2)(C(=O)NCC2CC2)N1C(=O)c1ccccc1	-14%
CCOc1cc(-c2cc(-c3ccc(C)o3)nc(N)c2C#N)ccc1O	-2%
O=C1N(Cc2ccc(F)cc2Cl)c2ccccc2C12OCCCO2	-13%
OC(c1ccccc1)(c1ccc(F)cc1)C(c1ccccc1)N1CCOCC1 (stereo unspecified)	5%
C/C=C(\C)CN1CCN(c2ccccc2)CC1	17%
CCOC(=O)N1CCC(NC(=O)C(NC(=O)C2CCC(C)CC2)C(C)CC)CC1 (stereo unspecified)	-3%
CC(C)CC(=O)Nc1sc2c(c1C#N)CC(C)(C)NC2(C)C	-9%
O=C(CN1C(=O)C2CC=CCC2C1=O)Nc1nnc(SCc2ccc(Cl)cc2)s1 (stereo unspecified)	11%
CCOC(=O)c1ccc(Oc2nc(N(C)C)nc(N(C)C)n2)cc1	-1%
CCCc1cc(C(=O)OC)c(NC(=O)c2cc(C)on2)s1	3%
CC1=C(OC(=O)c2ccc(Br)cc2)C(C)(C)C(c2ccccc2)OC1=O (stereo unspecified)	4%
CCc1nnc(NC(=O)CSc2nnc(-c3ccncc3)n2C)s1	-2%
Cc1ccc(CNC(=O)c2ccc(C#CC(C)(C)O)s2)cc1	1%
Cc1ccc(CNC(=O)CSc2nnnn2C)cc1	-6%
CCOc1ccc(NC(=O)CSc2nnc(C(C)C)n2CC)cc1	-7%
CC(C)(C)c1ccc(NC(=O)COc2ccc(-n3ccnc3)cc2)cc1	-15%
O=C(Nc1ccc(OC(F)F)cc1)Nc1cccc(C(F)(F)F)c1	2%
C(=N\N1CCN(Cc2cccc3ccccc23)CC1)/c1ccco1	-4%
Cc1ccccc1NC1=NS(=O)(=O)c2ccccc21	-7%
CC(C)(C)Nc1nc(NCc2cccnc2)nc(N2CCOCC2)n1	-13%
CC1(CCc2ccc(O)cc2)NC(=O)NC1=O (stereo unspecified)	-5%
O=C(NC1CCS(=O)(=O)C1)Oc1ccccc1 (stereo unspecified)	-3%
CN(C)c1ncnc2c1NC1=C(S2)C(=NCCCC(=O)O)CC(C)(C)C1	16%
CCOC(=O)N1CCN(C(=O)CN(C2CCCCC2)S(=O)(=O)c2c(C)cc(C)cc2C)CC1	8%
CCCn1c2ccc(/C(C)=N\O)cc2c2cc(/C(C)=N/O)ccc21	-5%
O=C(CNCCC1=CCCCC1)Nc1ccc(N2CCCCCC2)cc1	-11%
CCOC(=O)c1ccc(NC(=O)CC2NCCNC2=O)cc1 (stereo unspecified)	-4%
N#CC1=C(SCc2ccccc2)NC(=O)CC1c1ccccc1 (stereo unspecified)	-9%
NC(=O)CN1C(=O)C2C3c4ccccc4C(c4ccccc43)C2C1=O (stereo unspecified)	-12%
O=C(N/N=C1\CCCc2ccccc21)c1ccccc1[N+](=O)[O-]	-7%
CC1CCCN(CCC(=O)Nc2ccc(Br)cc2)C1 (stereo unspecified)	1%

Reformatted: two of the compounds above.
SMILES | HT1080 viability
CCOC(=O)c1ccc(NC(=O)CC2NCCNC2=O)cc1 (stereo unspecified) | -4%
N#CC1=C(SCc2ccccc2)NC(=O)CC1c1ccccc1 (stereo unspecified) | -9%

Reformatted: 3 of the compounds above
SMILES | HT1080 viability
CC(C)(C)Nc1nc(NCc2cccnc2)nc(N2CCOCC2)n1 | -13%
CC1(CCc2ccc(O)cc2)NC(=O)NC1=O (stereo unspecified) | -5%
O=C(NC1CCS(=O)(=O)C1)Oc1ccccc1 (stereo unspecified) | -3%

The results go on.
SMILES	HT1080 viability
CC(OC(=O)c1snc(C(=O)NC2CCCCC2)c1N)C(=O)NC(C)(C)C (stereo unspecified)	-7%
O=C(c1cc2ccccc2oc1=O)N(Cc1ccccc1)C1CCS(=O)(=O)C1 (stereo unspecified)	18%
Cc1cc(S(=O)(=O)N2CCCC2C(=O)N2CCOCC2)c(C)cc1Cl (stereo unspecified)	-10%
CCn1nc(C(=O)N[C@@H](CCSC)c2nc3ccccc3[nH]2)c2ccccc2c1=O	2%
Cc1ccc(CN(C(=O)c2cc3ccccc3oc2=O)C2CCS(=O)(=O)C2)cc1 (stereo unspecified)	-3%
CCOC(=O)c1ccc(NC(=O)COc2ccc(S(=O)(=O)NC(C)CC)cc2)cc1 (stereo unspecified)	-2%
CCOC(=O)c1cnn(-c2nc(SC)nc3sc4c(c23)CCCC4)c1N	-16%
O=C(CN1CCC(NC(=O)c2ccccc2F)CC1)NCc1ccc(F)cc1	-10%
COC(=O)Cn1nc(-c2ccccc2)c2cc(Cl)ccc21	0%
CCOc1cc(/C=C2/C(=N)N3C=CSC3=NC2=O)ccc1OCCCOc1ccccc1C	14%
NC(=O)C1(N2CCCCC2)CCN(C(=O)NC23CC4CC(CC(C4)C2)C3)CC1	-13%
Cc1ccc(S(=O)(=O)CC(N)=O)cc1	29%

Ordered by SMILES length (smallest number first): part of the list above
SMILES	HT1080 viability
COC(=O)Cn1nc(-c2ccccc2)c2cc(Cl)ccc21	0%
O=C(CN1CCC(NC(=O)c2ccccc2F)CC1)NCc1ccc(F)cc1	-10%
O=C(c1cc2ccccc2oc1=O)N(Cc1ccccc1)C1CCS(=O)(=O)C1 (stereo unspecified)	18%
CCn1nc(C(=O)N[C@@H](CCSC)c2nc3ccccc3[nH]2)c2ccccc2c1=O	2%

(more compounds)
SMILES	HT1080 viability
COC(=O)/C(NC(C)=O)=C(\C)c1ccc(Cl)cc1	-4%
COC(=O)c1sccc1NC(=O)CSc1nnnn1-c1ccccc1C	5%
COc1ccc(N(CC(=O)NC2CCCC2)C(=O)c2csnn2)cc1	-4%
CC1CCCCN1c1nc2nonc2nc1N1CCCCC1C (stereo unspecified)	-5%
Cc1ccc(C(=O)CC2(O)C(=O)Nc3ccccc32)s1 (stereo unspecified)	-42%
COc1cc2[nH]cc(C(=O)NCCc3ccccc3)c(=O)c2cc1OC	5%
Oc1ccccc1-c1nc2cnccn2c1Nc1ccc2c(c1)OCCO2	-18%
Cc1cc2n(n1)C(c1cccs1)Nc1ccccc1-2 (stereo unspecified)	-10%
O=C1c2ccccc2-c2nc3ccccc3n21	-11%
CCOc1ccc(C(O)C(CN2CCOCC2)c2ccccc2)cc1 (stereo unspecified)	-3%
O=C(NC(Cc1c[nH]c2ccccc12)c1nnc2n1CCCCC2)c1ccccc1Cl (stereo unspecified)	-3%
O=c1c2ccccc2nc(-c2ccco2)n1/N=C/c1ccccc1O	7%
O=C(NCCOC(=O)c1ccc(C(=O)OCCNC(=O)c2cccnc2)s1)c1cccnc1	-17%
CCOC(=O)CSC1=C(C#N)C(c2sccc2C)C(C(C)=O)=C(C)N1 (stereo unspecified)	3%
CC(C)C(c1nnnn1C(C)(C)C)N1CCOCC1 (stereo unspecified)	-1%
N/C(=N\OC(=O)Nc1ccccc1)c1ncc(C(F)(F)F)cc1Cl	21%
Clc1ccccc1-c1nc(N/N=C/c2cccnc2)c2ccccc2n1	-13%
O=C(Nc1ccc(Cc2ccncc2)cc1)C1CCC(N2C(=O)C3C4C=CC(C5CC45)C3C2=O)CC1 (stereo unspecified)	2%
Cc1cc(=O)[nH]c(SCCCOc2ccc3c(c2)CCC3)n1	-18%
CCOC(=O)c1nnc2c(Br)c(-c3ccccc3)nn2c1C	-6%
COCCCNCC(=O)c1c(N)n(Cc2ccccc2)c(=O)n(C)c1=O	1%
N#Cc1cccc(NC(=O)CN2NS(=O)(=O)c3ccccc3C2=O)c1	-3%
CCOC(=O)C(C(=O)NCCCN1CCOCC1)C1CCCCC1 (stereo unspecified)	10%
O=C(CCN1CCOCC1)c1ccccc1	-4%
CCN(CC)C(=O)CSc1nc(-c2ccco2)cc(C(F)(F)F)c1C#N	4%
COc1cc2c(cc1OC)CN(C(=O)c1cc(=O)c3ccccc3o1)CC2	44%
Cc1c(/C=C/C(=O)c2ccc(Cl)s2)cnn1C	-6%
CC1CCC/C(=N\NC(=S)NCc2ccccc2)C1 (stereo unspecified)	6%
CCCOc1ccc(C(=O)NC(C)C(=O)O)cc1 (stereo unspecified)	1%
Cc1cc2nc(C)n(CCCNC(=O)Nc3ccc(F)cc3)c2cc1C	-11%
CCOC(=O)c1cc(C)sc1NC(=O)CCC(=O)O	-6%
Cc1cc(N2CCN(Cc3ccccc3)CC2)n2nc(C)c(-c3ccccc3)c2n1	-5%
Cc1cccc(C)c1NC(=O)NC1(C(=O)NCCCN2CCOCC2)CCCCC1	-4%
COc1ccc(C(c2nnnn2Cc2ccccc2)N2CCN(c3nc4ccccc4s3)CC2)cc1OC (stereo unspecified)	-8%
CCCS(=O)(=O)c1c(S(=O)(=O)CCC)c2c(C)cccn2c1C(=O)OC	-1%
C=CCOc1c(CNc2ccc(S(N)(=O)=O)cc2)cccc1OC	7%
Cc1ccc(C(=O)N/C(=C/c2cccs2)C(=O)N2CCCCCC2)cc1	-22%
O=C(CC1CCCCC1)Nc1ncn[nH]1	3%
CCCCNC(=O)n1c(=O)oc2ccc(Cl)cc21	0%
CCOC(=O)c1sc(NC(=O)CSc2nnc(Cc3ccccc3)o2)c(C(=O)OCC)c1C	-16%
CN(C)c1c([N+](=O)[O-])cc2[nH]c(=O)[nH]c2c1[N+](=O)[O-]	24%
CCCCSC1(SCCCC)N=C(N)C2(C#N)C(c3ccccc3)NC(C)=C(C)C12C#N (stereo unspecified)	6%
CC(C)(C)SCCNC(=O)c1ccccc1	-8%
O=C(Nc1ccon1)c1cccc(S(=O)(=O)N2CCCCCC2)c1	-2%
CN(CC(=O)Nc1ccccn1)S(=O)(=O)c1ccc(Cl)cc1	0%
CCOC(=O)c1nnc(-c2ccc(C)cc2)nc1Sc1cccc(Cl)c1	-2%
c1ccc2c(N3CCCCCC3)nc(-c3ccncc3)nc2c1	-31%
Cc1sc2ncnc(NCC(c3ccco3)N3CCCC3)c2c1C (stereo unspecified)	-12%
Cc1nc(N2CCC(C)CC2)c2nnn(Cc3ccccc3)c2n1	5%
Nc1nc(SCc2c(F)cccc2Cl)[nH]c(=O)c1-c1ccccc1	7%
COc1ccc(Cl)cc1C(=O)Nc1ccc(N(C)C(C)=O)cc1	0%
CCOC(=O)C(C(=O)OCC)C(C(=O)OCC)N1CCOCC1 (stereo unspecified)	23%
CCCC1CCc2c(sc(NC(=O)c3cccs3)c2C(N)=O)C1 (stereo unspecified)	2%
Cc1cccc(NC(=O)CCOc2ccccc2)c1	13%

This is a subset (hit frequency here may not be typical).
